HTRA1 inhibitor: HTRA1 (human) protease inhibition | 340,000 tested, 0.5% active | Q92743 | inhibition, % at 5.96 µM | recombinant HTRA1, FP-rhodamine activity-based probe, fluorescence polarization; in the data active = inhibition above about 36%;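 also: 0% = enzyme with DMSO and 100% = wells lacking enzyme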
Target sequence (Q92743 whole entry, looked up): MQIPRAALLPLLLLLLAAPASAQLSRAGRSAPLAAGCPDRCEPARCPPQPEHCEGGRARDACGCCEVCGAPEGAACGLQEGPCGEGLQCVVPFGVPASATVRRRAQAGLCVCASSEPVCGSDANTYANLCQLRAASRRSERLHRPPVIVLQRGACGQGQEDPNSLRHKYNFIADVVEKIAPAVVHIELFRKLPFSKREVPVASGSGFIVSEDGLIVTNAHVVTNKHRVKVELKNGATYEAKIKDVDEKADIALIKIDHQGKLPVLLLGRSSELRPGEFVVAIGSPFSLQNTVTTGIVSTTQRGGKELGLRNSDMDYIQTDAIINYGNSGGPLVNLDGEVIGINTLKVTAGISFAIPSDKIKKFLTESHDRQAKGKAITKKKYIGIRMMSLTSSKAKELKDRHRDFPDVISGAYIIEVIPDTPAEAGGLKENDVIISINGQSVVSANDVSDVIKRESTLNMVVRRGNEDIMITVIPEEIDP
* marks the source's active call; other numbers are inactive results. Only part of the results is shown. The share of hits here may be higher or lower than overall.

SMILES	HTRA1 inhibitor
CCCCC1=CC2=C(c3ccco3)C(=O)C(C)(OC(=O)c3ccc(OC)cc3)C(=O)C2=CN1c1ccccc1 (configuration not stated)	18.0
C#CCOCCOCCOCCNc1nc(N2CCOCC2)nc(N2CCN(C(=O)[C@H](CCC(=O)O)n3cc(C(N)Cc4ccc(O)cc4)nn3)CC2)n1 (some centres not stated)	-8.6
CC1(C(=O)NCCc2c[nH]c3ccccc23)C=CC2(CCCCC2)N1C(=O)c1ccccc1 (configuration not stated)	-3.1
COc1ccc(CCn2c(C(C)C)nc3c(c(=O)c4ccccc4n3C)c2=O)cc1	2.4
Cc1ccc(NC(=O)CCCn2c(=O)[nH]c3ccsc3c2=O)cc1	-6.5
COc1ccc2[nH]c(=O)c(-c3nnn(-c4ccc(Cl)nc4)n3)cc2c1	5.3
CCCCOC(=O)CSC1=C(C#N)C(c2ccccc2OCC)C(C#N)C(=O)N1 (configuration not stated)	5.6
CSc1nc(N(C)CCO)c2sc3nc(-c4ccco4)c4c(c3c2n1)CCC4	6.6
CC(=O)N(C(C)=O)N1C(=O)/C(=C/c2ccc(Cl)cc2)SC1=S	2.3
CC(C)(C)NC(=O)c1cc(NC(=O)c2cccs2)cc(NC(=O)c2cccs2)c1	-89.3
CC(C)(C)NC(=O)C[C@H]1C[C@H](C(=O)N2CCOCC2)[C@@]2(CCC3CCCC3)c3[nH]c4ccc(Cl)cc4c3CCN2C1=O	-25.9
CCc1cc(C(=O)N(C)CC(=O)N(CC(C)C)c2c(N)n(CC(C)C)c(=O)[nH]c2=O)sc1C	3.3
COc1ccc(S(=O)(=O)N(n2c(C)nnc2-n2nc(C)cc2C)S(=O)(=O)c2ccc(OC)cc2)cc1	5.3
O[C@@H]1CN(C2CCCCC2)CC[C@H]1N1CCN(CCc2ccccc2)CC1	-1.0
CN(Cc1ccco1)Cc1ccc(O)c2ncccc12	-8.4
O=C(CSc1ncnc2ccccc12)c1ccco1	6.5
O=C(CSc1nnc(-c2ccccc2)c2ccccc12)NCC1CCCO1 (configuration not stated)	-0.6
COCCCn1c(SCc2cc(=O)[nH]c3ccccc23)nnc1-c1ccco1	2.2
CCCOc1ccc(C(=O)CCNC(Cc2c[nH]c3ccccc23)C(=O)O)cc1 (configuration not stated)	-17.9
CCCCOc1ccc(C(=O)NNC(=S)NC(=O)CC)cc1	10.2
NC(=O)c1c(NC(=O)c2ccccc2F)sc2c1CCC2	-7.4
Cc1cc(C)c(S(=O)(=O)N2CCCCC2CCNC(=O)C(=O)NC2CC2)c(C)c1 (configuration not stated)	-5.2
Nc1c(C(=O)Nc2nc3ccccc3s2)sc2nc(-c3cccs3)ccc12	-14.6
O=C(Nc1nnc(-c2ccccc2SCc2ccccc2)s1)Nc1ccccc1F	3.3
COc1cccc(C2=CC(=O)C[C@H](c3ccc4c(c3)OCO4)C2)c1OC	-19.7

(further entries)
SMILES	HTRA1 inhibitor
CCOc1cc(CNc2cccc3ccccc23)cc(Br)c1OCC(=O)NC(C)(C)C	-11.5
COc1ccc(C(=O)Nc2ccc3c(c2)C(=O)N(C)C3=O)cc1OC	1.7
COC(=O)Oc1c(Br)c(=O)oc2ccccc12	3.3
Nc1ncnc2c1ncn2[C@@H]1O[C@H](CNCC#Cc2ccccc2)[C@@H](O)[C@H]1O	1.8
CCOc1ccccc1C(=O)NCC(=O)N1CCN(Cc2ccc3c(c2)OCO3)CC1	5.6
COc1ccc2c(c1)C(=O)N1[C@H]3c4cc(Br)ccc4OC[C@@H]3[C@H](c3ccccc3)[C@]1(C)C(=O)N2	-66.9
COC(=O)Nc1ccc2c(c1)N(C(=O)CCCl)c1ccccc1S2	-9.9
COc1ccccc1N1CCN(c2ncnc3sc(C)c(-c4ccccc4)c23)CC1	7.6
COC(=O)Cn1c(=NC(=O)CSCC(=O)NC2CCCCC2)sc2cc(OC)ccc21	-4.8
O=Cc1c(-c2ccccc2)cc2oc3ccccc3cc1-2	20.1
Cc1cc(O)c2c(c1O)C(=O)[C@]13C(=C2O)C(=O)[C@@H]2[C@@H](O)[C@H]1[C@@H]1[C@H](O)[C@H]3C(=O)C3=C(O)c4c(O)cc(C)c(O)c4C(=O)[C@]312	41.5*
CCOC(=O)c1sc2ccccc2c1OC(=O)c1ccc(C)cc1	12.3
COc1ccc2c(c1)c(=O)oc1cc(OCC(=O)N3CCC(C)CC3)ccc12	-5.4
COc1cc(CSc2nc(-c3ccccc3)cc(=O)[nH]2)cc(OC)c1	-35.5
Cn1c(=O)c2c(ncn2CC(=O)Nc2ccccc2N2CCOCC2)n(C)c1=O	6.1
CCOC(=O)c1csc(NC(=O)c2ccc3c(c2)OCCO3)n1	-12.9
O=C(Cn1cnc(S(=O)(=O)N2CCCCC2)c1)NCc1ccco1	0.1
CCN(c1ccc(OC)cc1)S(=O)(=O)c1nnc(NC(=O)c2ccccc2Cl)s1	-15.8
CN(C)S(=O)(=O)N1CCN(c2ccnc3cc(Cl)ccc23)CC1	-0.5
O=C1C(=O)N(CCCc2ccccc2)c2ccccc21	-41.7
O=C(c1ccccc1)N1CCC(CC2CC(c3cccc(Br)c3)=NO2)(C(=O)NCC2CCCCC2)CC1 (configuration not stated)	-71.5
CCc1ccc2nc(N(CCN(C)C)C(=O)c3ccc4ccccc4c3)sc2c1	-1.6
O=C(/C=C(\O)c1ccc(Cl)cc1)C(=O)NNC(=O)C(O)(c1ccccc1)c1ccccc1	7.7
O=c1[nH][nH]c2c(N=Cc3ccccc3O)ccc(F)c12	46.6*
CCOC(=O)C1CCN(c2ccccc2CN2CCN(c3ccccc3OCC)CC2)CC1	-3.5

Next entries follow.
SMILES	HTRA1 inhibitor
O=S(=O)(NCc1cccnc1)c1ccc(Cl)s1	3.6
CC[C@]12c3[nH]c4cc(-c5ccco5)ccc4c3CCN1C(=O)[C@@H](CC(=O)NCCC1=CCCCC1)C[C@@H]2C(=O)N1CCN(C(=O)c2ccco2)CC1	-6.4
CCCCC[C@H](O)/C=C/[C@@H]1[C@@H](C/C=C\CCCC(=O)OC)[C@@H](O)C[C@H]1O	-4.4
Cc1[nH]c(=O)[nH]c(=O)c1S(=O)(=O)N1CCCC(C(=O)NCCc2ccc(Cl)cc2)C1 (configuration not stated)	10.8
Cc1cc(OC(C)C(=O)N(Cc2ccco2)C2CCS(=O)(=O)C2)ccc1Cl (configuration not stated)	-0.8
CN(Cc1ccccc1)C(=O)c1[nH]cnc1C(=O)N[C@@H](Cc1ccccc1)C(=O)OCc1ccccc1	-35.7
CN(C)CCCNc1ncnc2c1cnn2-c1ccccc1	7.5
CCC1CCCCN1S(=O)(=O)c1ccc(C(=O)Nc2nnc(-c3ccccc3Cl)o2)cc1 (configuration not stated)	7.7
Cc1cccc[n+]1C1C(c2ccccc2)C(C#N)=C(C(=C=[N-])C#N)NC1(O)C1CC1 (configuration not stated)	67.4*
CCSc1nnc2c3cc(CC)ccc3n(C)c2n1	-3.9
Cc1csc(-c2cnn(-c3ccccc3)c2NC(=O)c2cccc(F)c2)n1	-1.6
CN(C)c1ccc(C#Cc2ccc3cc(CCO)oc(=O)c3c2)cc1	-11.5
O=C(c1ccccc1F)N1CCN(S(=O)(=O)c2ccc(Br)cc2)CC1	7.5
O=C(NCCN1C(=O)S/C(=C\c2ccc(OC(F)F)cc2)C1=O)C1=COCCO1	1.3
CC1(OC(=O)C2CCCC2)C(=O)C=C2C=C(c3ccsc3)N(Cc3ccco3)C=C2C1=O (configuration not stated)	24.8
CCCCNC(=O)c1sc(=S)n2c1[nH]c(=O)c1ccc(C(=O)NCCc3ccc(OC)c(OC)c3)cc12	3.0
O=C(Nc1nc2cc(Cl)ccc2s1)C1CCCN(S(=O)(=O)c2cccc3cccnc23)C1 (configuration not stated)	-0.3
C=CCN1C(=O)C(O)(CC(=O)c2ccc(Cl)cc2)c2ccccc21 (configuration not stated)	-14.6
COC/C=C/C1=CC2=CC(=O)C(C)(OC(=O)c3cnc4ccccc4n3)C(=O)C2=CN1CC1CC1 (configuration not stated)	13.7
NC[C@H]1O[C@H](O[C@H]2[C@H](O)[C@@H](O[C@H]3O[C@H](CO)[C@@H](O)[C@H](N)[C@H]3O)[C@H](N)C[C@@H]2N)[C@H](N)C[C@@H]1O	3.9
CCCCCC(=O)Nc1cccc(C2=NOC3(C2)C[C@H](C(N)=O)N(C(=O)CC)C3)c1 (some centres not stated)	1.3
C=CCNC(=O)C12CC3(C)CC(C)(CC(C)(C3)C1)C2	0.9
Cc1ccc(Cn2c(=N)c(S(=O)(=O)c3ccc(Br)cc3)cc3c(=O)n4ccccc4nc32)cc1	7.9
CCOC(=O)C1=C(C)Nc2sc(C(=O)c3ccc(Br)cc3)c(N)c2C1c1ccc(C(=O)OC)cc1 (configuration not stated)	1.8
COC(=O)c1cc(S(=O)(=O)N2CCN(c3cccc(Cl)c3)CC2)c[nH]1	-0.1

(more compounds)
SMILES	HTRA1 inhibitor
Cc1ccsc1C=Nc1ccc(O)cc1	51.4*
CCOC(=O)c1cnn(C)c1NC(=O)c1ccc(Cl)cc1Cl	5.7
O=C(Nc1ccccc1N1CCN(C(=O)c2ccc(Cl)cc2)CC1)c1ccc([N+](=O)[O-])o1	-5.0
Cc1c(CCOC(=O)c2ccccc2)sc[n+]1CC(=O)c1ccc(Br)cc1	-13.6
Cc1oc(-c2ccccc2F)nc1CN1CCC(C(=O)NC2CCCCCCC2)CC1	-5.6
O=C(NCCc1cccc(Cl)c1)c1cc2ccccc2oc1=O	1.2
O=C(NC1CCCC1)c1cnn2c(C(F)(F)F)cc(-c3ccc4c(c3)OCO4)nc12	-9.1
Cc1onc(-c2ccccc2Cl)c1C(=O)Nc1ccc(-c2cn3cccnc3n2)cc1	-2.7
O=[N+]([O-])c1ccc(C(O)C[n+]2ccccc2)cc1 (configuration not stated)	6.8
COCC(O)CSc1nc(C)[nH]c1[N+](=O)[O-] (configuration not stated)	8.1
CCc1nnc(NS(=O)(=O)c2ccc(NC(=S)NC(=O)/C=C/c3ccc(C(C)C)cc3)cc2)s1	-272.1
CC[C@]12C(=O)N(C)C[C@H]([C@@H]3C(=O)N(C)C(=O)[C@@H]31)N2C(=O)c1ccc(Cl)c(Cl)c1	-7.3
COc1ccc(CNC(=O)Nc2cccc(Cl)c2)cc1	-17.4
CC(C)(C)C1(C)OC(=O)C(=Cc2ccc(OCC(=O)Nc3ccccc3)cc2)C(=O)O1 (configuration not stated)	-10.6
COc1cc(OC)c2c(=O)c(OC)c(-c3ccc(OC)c(OC)c3)oc2c1	-16.4
Cc1csc(SCC(=O)N(C)CC(=O)Nc2ccc(F)cc2)n1	3.8
CCn1c(N2CCN(CC(=O)c3ccc(OC)cc3)CC2)nc2ccccc21	-3.6
OCCN1CCN(C2Cc3cc(Cl)ccc3Sc3ccc(Cl)cc32)CC1 (configuration not stated) (tested in a mixture with another compound)	-46.3
CCCS(=O)(=O)c1nnnn1-c1cccc(OC)c1	2.8
O=C(CCS(=O)(=O)c1ccc2c(c1)NC(=O)CS2)NCc1ccccc1Cl	-3.4
O=S1(=O)C=C(Oc2ccc3ccccc3c2)c2ccccc21	-16.6
CCCSc1nc2sc3c(c2c(=O)[nH]1)CCN(Cc1ccccc1)C3	-15.3
COC(=O)c1cc(N=Cc2c(O)c3ccccc3oc2=O)cc(C(=O)OC)c1	-19.3
Cc1ccc(OCC(=O)N/N=C\c2c(C)n(C)c3ccccc23)c([N+](=O)[O-])c1	-7.9
COc1ccccc1N1CCN(C(=O)c2noc(C(C)C)c2[N+](=O)[O-])CC1	-0.2

New compounds follow:
SMILES	HTRA1 inhibitor
COc1ccc2sc(-c3ccccc3OC)c(-c3ccc(OCCN4CCOCC4)cc3)c2c1	-18.6
Cc1cc(C)cc(NC(=O)Nc2c(Br)cnn2C)c1	-3.7
C[C@@H]1CC[C@]2(C(=O)O)CC[C@]3(C)C(=CCC4[C@]56CC[C@@](O)(OC5)C(C)(C)C6CC[C@]43C)C2[C@H]1C (some centres not stated)	-62.8
COC(=O)c1cc(=O)nc2sc(-c3ccc(F)cc3)nn12	-2.2
COc1cccc(CN2CCC(n3nccc3NC(=O)CCOc3ccccc3)CC2)c1O	-1.9
Cc1cccc(NC(=S)NC(=O)C2CC2)c1	-6.2
COc1cc(-c2nc3ccccn3c2NCc2ccccc2)ccc1SC1CCCCC1	-9.4
O=C(Cn1c2ccccc2c2nc3n(c(=O)c21)CCS3)N1CCCC1	-5.4
CCNc1nc(NCC)n2c(SCC(=O)Nc3cccc(Cl)c3)nnc2n1	-17.1
Cc1[nH]c(=O)c(C#N)c2c1COC(C)(C)C2	-1.2
COc1ccc(NC(=O)C2CCN(S(=O)(=O)c3ccc4[nH]c(=O)oc4c3)CC2)c(OC)c1	22.2
O=c1c(-c2c(O)cc(O)c3c2O[C@H](c2ccc(O)cc2)CC3)c(-c2ccc(O)cc2)oc2cc(O)cc(O)c12	-10.2
CCCCNC1C(CC)C(CCC)C(C#N)(C#N)C1(C#N)C#N (configuration not stated)	-4.7

Grouped by structure, the entries above with a thiophene ring, fused or not (14)
SMILES	HTRA1 inhibitor
Cc1ccc(NC(=O)CCCn2c(=O)[nH]c3ccsc3c2=O)cc1	-6.5
CSc1nc(N(C)CCO)c2sc3nc(-c4ccco4)c4c(c3c2n1)CCC4	6.6
CC(C)(C)NC(=O)c1cc(NC(=O)c2cccs2)cc(NC(=O)c2cccs2)c1	-89.3
CCc1cc(C(=O)N(C)CC(=O)N(CC(C)C)c2c(N)n(CC(C)C)c(=O)[nH]c2=O)sc1C	3.3
NC(=O)c1c(NC(=O)c2ccccc2F)sc2c1CCC2	-7.4
Nc1c(C(=O)Nc2nc3ccccc3s2)sc2nc(-c3cccs3)ccc12	-14.6
COc1ccccc1N1CCN(c2ncnc3sc(C)c(-c4ccccc4)c23)CC1	7.6
CCOC(=O)c1sc2ccccc2c1OC(=O)c1ccc(C)cc1	12.3
O=S(=O)(NCc1cccnc1)c1ccc(Cl)s1	3.6
CC1(OC(=O)C2CCCC2)C(=O)C=C2C=C(c3ccsc3)N(Cc3ccco3)C=C2C1=O (configuration not stated)	24.8
CCOC(=O)C1=C(C)Nc2sc(C(=O)c3ccc(Br)cc3)c(N)c2C1c1ccc(C(=O)OC)cc1 (configuration not stated)	1.8
Cc1ccsc1C=Nc1ccc(O)cc1	51.4*
CCCSc1nc2sc3c(c2c(=O)[nH]1)CCN(Cc1ccccc1)C3	-15.3
COc1ccc2sc(-c3ccccc3OC)c(-c3ccc(OCCN4CCOCC4)cc3)c2c1	-18.6
